EBI2 block = EBI2 receptor antagonists, beta-arrestin recruitment, primary screen, cell-based, luminescence, 7a,25-OHC stimulation, uHTS; G-protein coupled receptor 183 (Homo sapiens), P32249; 7a,25-OHC stimulated; inhibition, % at 5 µM; hit rate 0.81% among 360,000; AID 651636, 2012; in the data active means inhibition above about 38%;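 further: enzyme fragment complementation signal reports receptor beta-arrestin coupling in cells; 0% = agonist plus DMSO wells and 100% = wells without agonist; some results beyond the cut were filed as inactive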
Target sequence (P32249 whole entry, looked up, the tested form may be a part): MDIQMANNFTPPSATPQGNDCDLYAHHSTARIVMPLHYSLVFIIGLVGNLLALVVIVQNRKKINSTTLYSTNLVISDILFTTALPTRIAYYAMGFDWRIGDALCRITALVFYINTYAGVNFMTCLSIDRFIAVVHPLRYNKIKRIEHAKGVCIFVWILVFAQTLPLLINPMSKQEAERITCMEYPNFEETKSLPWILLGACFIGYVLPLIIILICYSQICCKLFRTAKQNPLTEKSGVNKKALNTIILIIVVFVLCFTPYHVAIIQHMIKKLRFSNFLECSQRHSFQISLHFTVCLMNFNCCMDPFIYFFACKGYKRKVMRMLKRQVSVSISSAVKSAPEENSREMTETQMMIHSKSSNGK
Jurkat NFkB inh = inhibitors of induced NF-kB luciferase reporter, primary screen, TCR NF-kB activation inhibitor project, cell-based, luminescence, uHTS; Jurkat, PMA/ionomycin-induced NF-kB luciferase reporter; inhibition, % at 4 µM; hit rate 0.53% among 330,000; in the data active means inhibition above about 50%
Gli-Sufu block = Gli-Sufu pathway antagonists, primary screen, luciferase luminescence, Sufu-KO-LIGHT cells, uHTS | Sufu-KO-LIGHT fibroblasts, Gli luciferase reporter luminescence | inhibition, % at 5 µM | hit rate 0.74% among 340,000 | AID 588413, 2011;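 active means inhibition above about 55%, limit read from the data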;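 further: 0% = DMSO-treated cells and 100% = wells with medium but no cells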
CCR6 antagonist = CCR6 receptor antagonists, primary screen, cell-based, CHO-K1, luminescence, beta-arrestin, uHTS. C-C chemokine receptor type 6 (Homo sapiens), P51684. CHO-K1 CCR6 PathHunter beta-arrestin, CCL20-stimulated. inhibition, % at 20 µM. hit rate 0.49% among 340,000;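 active means compounds whose inhibition of the agonist-driven luminescence signal at 20 µM reaches about 50%, limit read from the data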;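 further: cells stimulated with CCL20 at 14 nM final; plate controls were DMSO with CCL20 for no effect and DMSO without agonist for full effect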
Target sequence (P51684 whole entry, looked up): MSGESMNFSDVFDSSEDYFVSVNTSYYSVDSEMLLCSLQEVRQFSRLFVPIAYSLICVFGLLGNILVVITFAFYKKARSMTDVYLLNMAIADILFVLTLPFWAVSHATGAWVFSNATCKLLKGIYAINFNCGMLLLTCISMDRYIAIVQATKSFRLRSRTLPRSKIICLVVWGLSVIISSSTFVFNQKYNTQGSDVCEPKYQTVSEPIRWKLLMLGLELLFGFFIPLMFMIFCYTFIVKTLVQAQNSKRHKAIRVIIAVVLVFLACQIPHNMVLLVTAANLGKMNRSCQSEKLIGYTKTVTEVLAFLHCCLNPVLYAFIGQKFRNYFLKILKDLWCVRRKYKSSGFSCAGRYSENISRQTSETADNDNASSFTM
XBP1 UPR activ = activators of adaptive XBP1 UPR arm, primary screen, cell-based, CHO-XBP1 luciferase reporter, luminescence, uHTS. IRE1-XBP1 UPR activation; percent of tunicamycin response, DMSO as zero. activation, % at 20 µM. hit rate 0.33% among 330,000. AID 463104, 2010;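 active means versus positive control, 20 µM dose yields 30% or more activation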;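 further: 100% = tunicamycin at 10 µg/mL and 0% = DMSO only wells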
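Material: IRE1-XBP1 luciferase reporter CHO line / Quantity: one thousand reporter cells per well / Buffer or medium: F12 with 10% serum / Compound: 20 µM single concentration, DMSO 1% / Times: 6 h treatment, 37 °C / Detection: Steady-Glo luciferase glow luminescence, 10 min after reagent addition / Benchmarks: tunicamycin high, DMSO low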
697 NFkB inh = inhibitors of PMA/ionomycin-induced NF-kB reporter, 697 cells, primary screen, B-cell NF-kB inhibitor project, cell-based, luminescence, uHTS. 697 B-cell NF-kB luciferase reporter, 16 h. inhibition, % at 4 µM. hit rate 0.33% among 330,000; in the data active means inhibition above about 35%
CHOP UPR activ = activators of apoptotic CHOP UPR arm, primary screen, cell-based, CHO-CHOP luciferase reporter, luminescence, uHTS | UPR activation; percent of tunicamycin response over DMSO baseline | activation, % at 10 µM | hit rate 0.34% among 330,000 | AID 449763, 2010;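 active means at 10 µM dose, activation of 40% or more, normalized to positive control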;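 further: 100% = tunicamycin at 10 µg/mL and 0% = DMSO alone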
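Evaluation: % reporter activation, DMSO baseline versus tunicamycin full activation; System: CHO-CHOP luciferase reporter cell line; Input: 500 cells/well; Incubation: 6 h compound treatment, 37 °C; Measured by: Steady-Glo luciferase luminescence; Dosing: one dose, 10 µM in 0.5% DMSO; Buffer or medium: F12 medium, 10% FBS; Benchmarks: positive tunicamycin 10 µg/mL, negative DMSO alone.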
Mdm2 MdmX PPI = inhibitors of human Mdm2-MdmX association, primary screen, cell-based, luminescence, split luciferase, SaOS-2, uHTS. SaOS-2 split-luciferase Mdm2/MdmX complementation. inhibition, % at 8 µM. hit rate 3% among 330,000;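 active means inhibition of at least 50% at 8 µM in the primary screen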
CXCR6 block = CXCR6 receptor inhibitors, primary screen, cell-based, beta-arrestin, luminescence, CHO-K1 PathHunter, 1536-well; C-X-C chemokine receptor type 6 (Homo sapiens), O00574; AID 602244, 2012; hit rate 0.36% among 360,000; inhibition, % at 20 µM; in the data active means inhibition above about 34%, passing the limit was not always enough;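 further: antagonist mode with CXCL16 agonist at 10 nM final; 0% = 10 nM CXCL16 with DMSO and 100% = unstimulated wells without agonist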
Target sequence (O00574 whole entry, looked up): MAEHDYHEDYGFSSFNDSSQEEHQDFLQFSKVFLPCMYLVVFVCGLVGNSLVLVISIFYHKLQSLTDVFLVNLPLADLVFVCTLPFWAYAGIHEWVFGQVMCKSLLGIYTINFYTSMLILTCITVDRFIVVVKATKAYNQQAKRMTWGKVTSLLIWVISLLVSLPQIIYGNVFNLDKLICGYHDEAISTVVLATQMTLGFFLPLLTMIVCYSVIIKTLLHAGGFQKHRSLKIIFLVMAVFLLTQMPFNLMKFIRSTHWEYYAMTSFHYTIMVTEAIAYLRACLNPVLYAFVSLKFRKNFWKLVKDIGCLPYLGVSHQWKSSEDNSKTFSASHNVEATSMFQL
* hit, by the source's call; x = not tested or not shown.

Values run as follows: EBI2 block, Jurkat NFkB inh, Gli-Sufu block, CCR6 antagonist, XBP1 UPR activ, 697 NFkB inh, CHOP UPR activ, Mdm2 MdmX PPI, CXCR6 block
CN(c1ccccc1)S(=O)(=O)c1cc(C(=O)OCC(N)=O)ccc1Cl
→ -5, 7, -4, -4, 2, 18, 0.8, 8, -1
COc1ccc(N=C2c3ccccc3-c3ccc([N+](=O)[O-])cc32)cc1
→ 12, x, 0, 11, x, x, x, x, 8
COc1ccc(-c2nc3c4c(ncn3n2)-c2ccccc2CC42CCCC2)cc1
→ 3, 5, 6, 9, 1, -46, 11, -5, 10
C[C@H](CO)N1C[C@H](C)[C@H](CN(C)C(=O)Nc2ccc(F)cc2)Oc2c(NC(=O)c3ccc(-c4nccs4)cc3)cccc2C1=O
→ 5, 3, -3, 5, -2, 9, 1.4, 33, 0
CCOC(=O)C1(CCc2ccccc2)CCN(C(=O)c2cccc(C)n2)CC1
→ -11, -1, -1, 8, 1, -6, 2.2, -33, 1
COc1cc(C(=O)NNC(=O)/C=C/c2ccco2)cc(OC)c1OC
→ -7, -10, -8, -2, 0, -4, -0.7, 13, 9
Cc1cc(S(=O)(=O)Nc2ccc(C(=O)NCCCN3CCCC3=O)cc2)ccc1F
→ 2, -2, -7, 1, -2, 5, -1.2, 32, 0
CSc1nc(C)[nH]c(=O)c1C#N
→ 1, 17, 5, -5, -5, 7, -0.2, 11, 1
O=C1CN(C(=O)CSc2nnc(Nc3ccccc3)s2)c2ccccc2N1
→ 1, -20, -17, 3, -2, -10, -0.6, 7, -5
CCCOc1ccc(/C=C/C(=O)NC2CCCCC2)cc1
→ 13, -14, -22, 11, -2, -49, 4.0, -13, 12
CCOC(=O)c1cnc2ccc(C)cc2c1Sc1ccccc1C(=O)OC
→ 2, 4, -3, 6, -5, 0, -0.7, 29, 18
CCCCn1c(N)c(N(CCC(C)C)C(=O)C2=NN(c3cc(C)ccc3C)C(=O)CC2)c(=O)[nH]c1=O
→ -15, 2, -4, -7, -1, 2, 1.3, 1, -2
Cn1ccnc1Sc1ccc(C(N)=O)cc1[N+](=O)[O-]
→ -2, 8, 6, 3, -1, -8, 0.2, 0, -8
Cc1nn(Cc2ccc([N+](=O)[O-])cc2)c(=O)n1-c1ccccc1Cl
→ -6, 7, -3, -3, 2, 17, 0.2, 1, 4
Cc1nc2ccccc2c(=O)n1NC(=O)COc1ccccc1
→ -8, 0, -2, -2, -1, 3, -1.3, 14, -3
CCCCCCn1c(NCC)nc2c1c(=O)n(C)c(=O)n2C
→ -3, 36, 13, 17, 2, -19, 0.2, 27, -9
Cc1oc(-c2cccc(Cl)c2)[n+]([O-])c1C
→ -3, 5, 1, -5, -1, 5, -1.2, -6, -2
O=C1NCCc2cc3c(cc21)OCO3
→ -4, -7, 5, 7, 0, -6, 0.4, -2, 2
COc1ccc(OC)c(/C=C/C(=O)OCC(=O)N2C(C)CCCC2C)c1 (configuration not stated)
→ -5, 3, 4, 10, -1, -12, -0.9, 5, 6
O=C1NC2(CCCCC2)N(C(=O)c2ccccc2)C2=C1CCCC2
→ -4, -3, -3, 11, -2, -1, 0.4, -12, -1
COc1ccc(NC(=O)c2oc3ccccc3c2C)c(OC)c1
→ 17, -78, -29, 21, 9, -39, 5.0, -57, 4
Cc1nc2nc(SCC(=O)O)nn2c(C)c1Cc1ccccc1Cl
→ 7, 4, 2, 10, -1, 12, 0.7, 7, -4
O=C(O)c1coc2ccccc12
→ x, 0, -31, 4, -1, 24, -0.8, 22, x
Cc1ccc(-c2c(C)c(-c3ccc(F)cc3)nc(N)c2C#N)o1
→ 7, -7, 6, -6, 3, -2, -6.0, 9, 13
CN1C(=S)SC(/[N+]([O-])=C\c2ccco2)C1(C)C (configuration not stated)
→ 5, -4, -3, -6, 0, 26, 0.3, 13, 2
COC(=O)c1cc(=O)nc2sc(-c3ccccc3)nn12
→ -3, -6, -5, 12, -3, 2, 0.0, 2, -3
O=C(c1cccs1)N(Cc1ccc(F)cc1)C1CCS(=O)(=O)C1 (configuration not stated)
→ -10, 4, 3, 1, -2, -10, 1.1, -13, 5
CN(C)N1C(N)=C(C#N)C(c2ccccc2)C2=C1CC(C)(C)CC2=O (configuration not stated)
→ -3, 5, -12, 3, 4, 0, 3.2, 2, 3
CCN(C(=O)COC(=O)CCNS(=O)(=O)c1ccccc1F)c1c(N)n(Cc2ccccc2)c(=O)[nH]c1=O
→ -13, 6, 5, 1, 1, 16, 1.6, -5, 0
COc1ccc(CNc2cc([N+](=O)[O-])ccc2OC)cc1
→ 10, -3, -1, 29, 0, 3, 2.3, 27, 14
Cn1nc(C(F)(F)F)cc1-c1ccc(S(N)(=O)=O)s1
→ 2, -23, -30, -2, 7, -57, 3.1, -2, -3
O=C1C=C(c2ccc(O)cc2)C[C@@H](c2ccc(Cl)cc2)C1
→ 15, -11, 6, 21, 1, -12, 1.9, -12, -10
COc1ccc(/C=C(/NC(=O)c2ccco2)C(=O)N2CCCCCC2)cc1OC
→ -3, -5, 4, 12, -2, 16, -0.9, -2, 5
Cc1ccc(NC(=O)c2ccc(S(=O)(=O)NCc3cccnc3)cc2)c(C)c1
→ -3, -6, 23, 22, 3, 0, -2.3, 12, 5
CCOC(=O)N1CCN(C(=O)C2CCN(S(=O)(=O)c3cc(C)ccc3OC)CC2)CC1
→ -12, -6, 5, -5, -3, -10, -1.0, -17, 3
O=C(c1ccncc1)N(c1ccc2oc3c(c2c1)CCCC3)S(=O)(=O)c1cccc([N+](=O)[O-])c1
→ 0, -7, 3, 6, 1, 13, 2.1, 7, -12
O=C(CC1Sc2ccccc2NC1=O)Nc1cccc(C(=O)O)c1 (configuration not stated)
→ 5, -1, 1, 8, -1, 10, 3.4, 1, 4
Cc1ccc(C(=O)N/C(=C/c2ccccc2)C(=O)NC(Cc2ccccc2)C(=O)O)cc1 (configuration not stated)
→ 3, -12, -2, -2, -1, -13, 2.8, -3, 5
Oc1cc(O)c2c(c1)O[C@H](c1ccc(O)c(O)c1)[C@@H](O)C2
→ -6, 6, 3, -2, -7, 3, 2.2, -22, 0
COc1ccccc1-n1c(SCC(=O)N2CCCCC2)nc2cccnc21
→ 12, -4, -2, -3, -1, -31, 0.1, -3, -3
Oc1ccc(NCc2ccc(OCc3ccccc3)cc2)cc1
→ -14, x, 6, 2, x, x, x, x, -1
CCCCCNc1nc(NCCCO)c(C#N)c2c1CN(C)CC2
→ -2, -8, 8, -11, 1, 17, 2.3, 10, -7
CCOC(=O)N1CCN(C(=O)c2cc(COc3cccc(C(F)(F)F)c3)on2)CC1
→ -6, -62, -6, 30, 1, -86, 2.2, -19, 1
Cc1cc(C(F)(F)F)c2c(n1)sc1c(O)cc(=O)[nH]c12
→ -1, -7, -8, 1, 1, 5, -0.5, -12, -5
Nc1nc(Nc2cccc(F)c2)nc(NCc2ccco2)c1[N+](=O)[O-]
→ 14, -27, -10, 33, 10, -55, 0.8, 38, -32
Nc1nc(C23CC4CC(CC(Cl)(C4)C2)C3)cs1
→ 2, -4, -2, -7, 3, -17, 1.6, -13, -13
CCc1noc(C)c1C(=O)NNC(=O)c1nn(CC)c(=O)c2ccccc12
→ 3, -4, 0, -7, -3, 3, 1.4, 8, 1
CN(CC(=O)Nc1cccc(F)c1)C(=O)CN1C(=O)NC2(CCCC2)C1=O
→ 6, -4, -5, 3, -1, 18, 1.9, 22, -20
CCOC(=O)C(C)(C)NS(=O)(=O)c1ccc(Cl)c([N+](=O)[O-])c1
→ -10, 10, 2, -16, -3, 11, 1.2, -27, -7
COc1ccc(CN2CCN(Cc3cc4ccccc4o3)CC2CCO)cc1C (configuration not stated)
→ 2, -3, 22, 7, -1, -5, -0.2, 22, 12
CCN(CC)C(=O)Cn1cc(S(=O)(=O)CC(=O)Nc2ccc(F)cc2)c2ccccc21
→ -3, 6, 6, 1, -2, 8, 0.2, 21, -3
CCOC(=O)c1cc(/C(C)=N/OC(=O)c2ccc(Cl)cc2)on1
→ -11, -10, -1, 8, 0, 0, -1.4, 15, 3
CCC(=O)Nc1c2c(nn1-c1cccc(Cl)c1)CSC2
→ 1, 8, 40, -3, 0, 10, -2.6, -39, -8
O=C(/C=C/c1ccco1)Nc1ccccc1N1CCCCC1
→ 2, -7, -1, 22, 1, -2, 1.3, 0, 12
COc1ccc(CNc2nc3c(c(=O)[nH]c(=O)n3C)n2Cc2ccccc2C)cc1
→ 3, 2, 18, 9, 3, 10, 0.8, 10, 2
O=C(c1n[nH]c(=O)c2ccccc12)N1CCN(c2ccccc2Cl)CC1
→ -1, -10, 13, 0, -2, -14, -1.9, 19, 4
Cc1nc(CCNC(=O)c2ccccc2)cs1
→ -2, -14, -4, -4, 9, 3, 0.4, -9, -3
COc1ccccc1C(=O)NNC(=O)c1sccc1-n1cccc1
→ -1, 7, -3, 1, -4, 24, -0.4, -16, -3
CCCCN(C(=O)c1c(C)noc1C)c1c(N)n(CCCC)c(=O)[nH]c1=O
→ 5, -8, -9, 0, 1, -10, 0.8, -10, 2
CC1=CC(=O)CC(C)(C)[C@@]1(O)/C=C/[C@@H](C)O[C@@H]1O[C@H](CO)[C@@H](O)[C@H](O)[C@H]1O
→ -10, -1, -2, -10, 1, 14, 0.6, 4, -3

The listing continues.
Values run as follows: EBI2 block, Jurkat NFkB inh, Gli-Sufu block, CCR6 antagonist, XBP1 UPR activ, 697 NFkB inh, CHOP UPR activ, Mdm2 MdmX PPI, CXCR6 block
COc1ccc(CCNC(=O)c2nnn(CC(=O)Nc3c(C)cc(C)cc3C)c2N)cc1OC
→ -6, -2, 0, 12, -3, 3, -1.9, -1, 2
COc1ccc(C(=O)N/N=C2\SCC(=O)N2Cc2ccc3c(c2)OCO3)c(OC)c1
→ 1, -7, -24, 15, 1, 3, -2.0, 13, 3
N=c1c(C(=O)NC2CCCC2)cc2c(=O)n3ccccc3nc2n1Cc1ccccc1
→ 9, -9, 23, 13, -2, -5, 1.5, 25, 20
COc1ccc(-c2csc(Nc3ncccc3C)n2)cc1OC
→ 22, -83, -25, -12, 7, -104, 3.3, -63, -17
CCCCC[C@H](O)/C=C/[C@@H]1[C@@H](C/C=C\CCCC(=O)O)[C@H]2CO[C@@H]1C2
→ 2, -13, x, 2, -6, -1, -0.3, -9, -4
CN(C)CCN(C(=O)c1ccc(N2C(=O)CCC2=O)cc1)c1nc2cc3c(cc2s1)OCO3
→ -8, -11, -17, 12, 0, -37, 0.1, -40, 1
CC(C)(C)c1ccc(C(=O)c2c[nH]c(C(=O)NCC3CCCO3)c2)cc1 (configuration not stated)
→ 5, -7, 4, 18, -3, -8, 1.8, 12, 11
CCn1c(=O)n(CC(=O)NC2CCCC(C)C2C)c(=O)c2ccccc21 (configuration not stated)
→ -2, -5, 6, -5, 1, 9, 0.8, -3, 6
CCC(=O)N(Cc1cc2ccccc2[nH]c1=O)c1ccc(OC)cc1
→ -3, -19, -1, 8, -4, -3, -1.6, 21, -6
COc1ccc(-c2nnc3sc(C4CCCCC4)nn23)cc1OC
→ -3, 5, 9, 14, 5, -31, 1.2, 9, -5

From PubChem
